High-throughput results: PubChem, National Center for Advancing Translational Sciences (NCATS)
Pf growth 96h = inhibits malaria parasite growth, 96 h; P. falciparum luciferase reporter growth, 96 h; Potency, µM (highest dose often 28.7 µM), inactives show at the top dose activity change, negative = inhibition, usual class: inhibitors; actives 6.9% (n = 320,000); further: potency means the concentration at half of the fitted maximal effect; on the % scale 0 is the no-effect control and ±100 the full control effect
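Luminescence readout: decreased luciferase signal marks inhibited growth of reporter-expressing P. falciparum in infected red cells (2% hematocrit, 0.05% parasitemia final), exposed to compound two generations (96 h, 37 C, 5% CO2).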
Sm TGR block = blocks Schistosoma mansoni thioredoxin glutathione reductase | actives 3% (n = 360,000) | purified TGR, DTNB reduction, TNB absorbance 405 nm | Q962Y6 | Potency, µM (series often up to 114 µM), inactives show at the highest dose activity change, negative = inhibition, hits mostly inhibitors; further: potency means the concentration at half of the fitted maximal effect; on the % scale 0 is the no-effect control and ±100 the full control effect; nearly all actives have a fitted effect of over 60% in size
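Kinetic colorimetric format: TGR-catalysed, NADPH-driven DTNB reduction monitored via TNB absorbance. Enzyme dispensed at 20 nM; compound exposure 15 min at room temperature before reaction start.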
Cycloheximide cs = counter-screen hit for Shiga toxin inhibitors, cycloheximide. actives 12% (n = 300,000). AID 2314. cell reporter, cycloheximide protein synthesis inhibition counterscreen. max response, %; in the data active means max response mostly above about 13%, no sharp cut-off; inactive means mostly below about 14%; further: read at 38.3 µM for the half of the compounds with a filed dose; 0% is about no effect
Shiga inhibitor = blocks Shiga toxin action in Vero cells | Vero cells, Shiga toxin protein synthesis inhibition reporter | inhibition, % at 38.7 µM | actives 9.2% (n = 290,000) | AID 2315; in the data active means inhibition mostly above about 28%, no sharp cut-off; inactive means mostly below about 43%; further: 0% is about no effect
Pf growth 48h = P. falciparum growth inhibition at 48 hours (one generation) | Potency, µM (series often up to 28.7 µM), for the others: top-dose activity change, negative = inhibition, usual class: inhibitors | actives 5.9% (n = 310,000) | P. falciparum luciferase growth in erythrocytes, 48 h; further: potency means the concentration at half of the fitted maximal effect; on the % scale 0 is the no-effect control and ±100 the full control effect
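First compound was added to culture medium, then infected red cells at 0.1% parasitemia and 2% hematocrit (final). After incubation at 37 C under 5% CO2, luciferase detection reagent was dispensed and light output recorded.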
FBPA Giardia inh = Giardia lamblia aldolase inhibition; A8B2U2; purified Giardia FBPA; Potency, µM (series often up to 59.6 µM), for the others: at the highest dose activity, negative = inhibition, actives largely listed as inhibitors; actives 0.71% (n = 290,000); further: potency means the concentration at half of the fitted maximal effect; on the % scale 0 is the no-effect control and ±100 the full control effect; nearly all actives have a fitted effect of over 55% in size
Target sequence (A8B2U2 whole entry, looked up): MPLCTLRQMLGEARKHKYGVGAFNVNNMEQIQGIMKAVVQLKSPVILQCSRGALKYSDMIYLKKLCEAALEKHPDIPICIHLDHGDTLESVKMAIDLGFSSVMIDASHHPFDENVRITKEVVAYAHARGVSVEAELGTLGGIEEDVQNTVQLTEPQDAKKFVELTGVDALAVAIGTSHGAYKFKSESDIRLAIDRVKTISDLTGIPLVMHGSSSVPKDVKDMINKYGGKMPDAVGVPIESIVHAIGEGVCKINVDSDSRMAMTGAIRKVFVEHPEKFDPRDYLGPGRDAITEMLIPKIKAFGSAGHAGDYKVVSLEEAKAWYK
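Giardia FBPA (40 nM reagent) was preincubated 10 min at RT with compound (up to 57.5 uM final), then substrate plus GAPDH/TPI/NAD/arsenate coupling system with diaphorase/resazurin was added; resorufin fluorescence (525/598 nm) was read after 20 min.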
Numbers without * were called inactive; ? = inconclusive; / = not tested or not shown; & = joins results of further samples; [ ] = dose if it differs, or a comment. Unless noted, the call rests on the fitted dose curve; in most records, active means well fitted curve in the direction sought with a large enough effect; inconclusive means small, poorly fitted or top-dose-only effect, or another doubt; inactive means no such curve, though single readings can be large; an effect the other way counts as inactive or inconclusive.

Value order – Pf growth 96h	Sm TGR block	FBPA Giardia inh	Shiga inhibitor	Cycloheximide cs	Pf growth 48h
1. O=S(=O)(NC1CCCC1)OCC(Cl)(Cl)Cl
  33%[activator]	30%	4%	-5	-2	16%
2. Cc1ccc(C)c(N2C(=O)CC(Cc3ccccc3)C2=O)c1 (stereo unspecified)
  15µM*	-11%	6%	-2	-1	2%
3. COC(=O)c1c(-c2cccc(OC)c2)csc1N
  ?	-14%	-21%	27	-2	7%
4. CCCc1cc(=O)oc2c3c(cc(OCC(=O)NCc4ccccn4)c12)OC(C)(C)CC3
  15µM*	-21%	?	1	-1	12µM*
5. Cc1ccc(=O)n(C(C(=O)NCc2ccco2)C(=O)c2ccc(F)cc2)c1 (stereo unspecified)
  4%	1%	-17%	-12	-2	-7%
6. Cc1cc2oc(=O)cc(CN3CCc4ccccc43)c2cc1Cl
  ?	-1%	8%	-4	-5	3%
7. Cc1ccc(Nc2cc(C)nn2-c2nc(C)cc(C)n2)cc1
  /	11%	11%	-17	7	3.7µM*
8. COc1cccc(C(=O)NCCS(=O)(=O)NCCc2ccccc2)c1
  125%[activator]	5%	/	/	/	51%[activator]
9. O=C(C1CCCCC1)N1CCC(c2nc3c(nnn3Cc3c(F)cccc3Cl)c(=O)[nH]2)CC1
  9%	-10%	-1%	-4	0	-1%
10. CCOC(=O)N1CCN(C(=O)C2CCN(C(=O)c3ccc([N+](=O)[O-])cc3)CC2)CC1
  ?	-3%	9%	-2	-2	0%
11. O=P(c1ccccc1)(c1ccccc1)N1CCCCC1
  -10%	4%	4%	-10	-9	-17%
12. CCOC(=O)CCNC(=O)N1CCCC(C(=O)c2cccc(Cl)c2)C1 (stereo unspecified)
  2%	0%	3%	-4	-1	31%[activator]
13. COCc1nnc(SCC(=O)NC(C)c2ccccc2)n1-c1ccccc1 (stereo unspecified)
  /	-16%	0%	11	-2	-11%
14. COc1ccc(Cl)cc1NC(=O)c1c(NCc2sccc2C)sc2c1CCCC2
  /	-1%	/	9	12	/
15. COc1ccc(Br)cc1CN1CCN(C(=O)c2cccc(OC)c2OC)CC1
  /	-4%	?	-24	-1	?

Value order – Pf growth 96h	Sm TGR block	FBPA Giardia inh	Shiga inhibitor	Cycloheximide cs	Pf growth 48h
16. COc1ccc(CN2C(=NC(=O)CCc3ccccc3)SC3CS(=O)(=O)CC32)cc1 (stereo unspecified)
  ?	2%	/	-2	-11	-2%
17. O=C(NC1CCCCC1)C(c1ccc2ncccc2c1)N(Cc1ccc2c(c1)OCO2)C(=O)c1cccs1 (stereo unspecified)
  5.9µM*	-8%	-3%	-1	0	?
18. Cc1onc(-c2c(F)cccc2Cl)c1C(=O)NCc1ccco1
  1.5µM*	-6%	11%	9	2	-10%
19. O=C(N/N=C(\c1ccccc1)c1ccccn1)c1cccc([N+](=O)[O-])c1
  ?	7%	?	-5	5	?
20. Cc1ccc(C)c(OCC(=O)NCCNC(=O)COc2cc(C)ccc2C)c1
  -1%	-25%	3%	-3	-2	?
21. O=C/C(=C\Nc1ccccn1)c1nc2cc(Cl)ccc2o1
  ?	0%	-4%	63*	47*	?
22. COc1ccc(C)cc1NC(=O)C1CCN(S(=O)(=O)c2ccc3c(c2)C(C)(C)C(=O)N3C)CC1
  56%[activator]	1%	0%	-3	-3	?
23. Cc1cnc(C(=O)OCc2nc3ccsc3c(=O)[nH]2)cn1
  28%	-7%	/	/	/	-30%
24. CNC(=O)c1c(NC(=O)c2ccc(S(=O)(=O)N(C)c3ccccc3)cc2)sc2c1CCN(C(C)C)C2
  ?	3%	-29%	-9	-4	0.59µM*
25. O=C(C[n+]1ccccc1)N/N=C/c1cc(Br)cc(Br)c1O
  ?	?	-6%	-1	-1	?
26. Cc1cc(C)c2c(N)c(C(=O)NCc3ccco3)sc2n1
  /	?	-5%	24	14	94%[activator]
27. Nc1ccncc1
  18%&-4%	6%	2%&-1%&8%&-1%&1%	-12	-3	-2%&15%
28. O=C(NCCC1=CCCCC1)c1cc(COc2ccc(F)cc2Cl)on1
  ?	0%	/	15	-2	4%
29. O=C(COc1nsnc1N1CCOCC1)N/N=C/c1ccccc1O
  -89%	-3%	-15%	14	55	?
30. c1ccc(Cn2c(-c3ccccc3)c[n+]3c2SCCC3)cc1
  ?	7%	4%	-11	-1	1µM*

Value order – Pf growth 96h	Sm TGR block	FBPA Giardia inh	Shiga inhibitor	Cycloheximide cs	Pf growth 48h
31. Cc1nnc(SCc2nc3sc4c(c3c(=O)[nH]2)CCCC4)[nH]c1=O
  6%	3%	3%	-7	-1	32%[activator]
32. O=c1[nH]c(C2CCN(S(=O)(=O)c3cccc(C(F)(F)F)c3)CC2)nc2c1nnn2Cc1cccc(F)c1
  ?	3%	1%	-9	1	7.4µM*
33. Cn1c(CNC(=O)c2ccc(F)cc2)nc2ccccc21
  -14%	-4%	-1%	-3	-1	12%
34. CCn1cc(C(=O)NCCC(=O)NCCCO)c(=O)c2cc3c(cc21)OCO3
  10%	-4%	16%	28	-2	/
35. Cc1cccc(N2CCN(C(=O)C3(S(=O)(=O)c4ccc(Cl)cc4)CC3)CC2)c1C
  -4%	-2%	-4%	-12	-2	-7%
36. O=S(=O)(c1ccc(F)cc1)N1CCN(Cc2cc3c(cc2Br)OCCO3)CC1
  ?	-2%	/	/	/	?
37. Cc1ccc(C(=O)OCC(=O)Nc2sc3c(c2C#N)CCCC3)cc1NC(=O)c1ccco1
  /	-13%	6%	4	1	14%
38. c1ccc2c(c1)CCCN2Cc1nnnn1C1CCCC1
  /	6%	3%	18	1	-8%
39. CCOC(=O)N1CCN(C(=S)Nc2cccc(C)c2)CC1
  ?	2%	-1%	3	-1	6%
40. Cc1ccc(NS(=O)(=O)c2csc(C(N)=O)c2)cc1C
  34%[activator]	-2%	-3%	-5	2	?
41. Cc1cc(CN2CCCCC2)oc1C(=O)O
  45%	-17%	-20%	-15	-2	/
42. CC/C(O)=C1\C(=O)CC(c2ccccc2)CC1=NCCc1c(C)[nH]c2ccc(C)cc12 (stereo unspecified)
  ?	-11%	15%	-6	-3	?
43. O=C(Cc1ccccc1)NC(Nc1cccc2ccccc12)C(Cl)(Cl)Cl (stereo unspecified)
  ?	0%	0%	2	-4	?
44. C=CCn1c(SCC(=O)Nc2nnc(CC)s2)nnc1-c1ccncc1
  44%[activator]	-9%	-3%	19	3	36%[activator]
45. Cc1cc(-c2nnc3sc(-c4ccc(Cl)cc4Cl)nn23)n[nH]1
  ?	6%[11.4 µM]	7%	-6	-2	/

Molecules from the list above that contain a Cl atom:
Value order – Pf growth 96h	Sm TGR block	FBPA Giardia inh	Shiga inhibitor	Cycloheximide cs	Pf growth 48h
1. O=S(=O)(NC1CCCC1)OCC(Cl)(Cl)Cl
  33%[activator]	30%	4%	-5	-2	16%
6. Cc1cc2oc(=O)cc(CN3CCc4ccccc43)c2cc1Cl
  ?	-1%	8%	-4	-5	3%
9. O=C(C1CCCCC1)N1CCC(c2nc3c(nnn3Cc3c(F)cccc3Cl)c(=O)[nH]2)CC1
  9%	-10%	-1%	-4	0	-1%
12. CCOC(=O)CCNC(=O)N1CCCC(C(=O)c2cccc(Cl)c2)C1 (stereo unspecified)
  2%	0%	3%	-4	-1	31%[activator]
14. COc1ccc(Cl)cc1NC(=O)c1c(NCc2sccc2C)sc2c1CCCC2
  /	-1%	/	9	12	/
18. Cc1onc(-c2c(F)cccc2Cl)c1C(=O)NCc1ccco1
  1.5µM*	-6%	11%	9	2	-10%
21. O=C/C(=C\Nc1ccccn1)c1nc2cc(Cl)ccc2o1
  ?	0%	-4%	63*	47*	?
28. O=C(NCCC1=CCCCC1)c1cc(COc2ccc(F)cc2Cl)on1
  ?	0%	/	15	-2	4%
35. Cc1cccc(N2CCN(C(=O)C3(S(=O)(=O)c4ccc(Cl)cc4)CC3)CC2)c1C
  -4%	-2%	-4%	-12	-2	-7%
43. O=C(Cc1ccccc1)NC(Nc1cccc2ccccc12)C(Cl)(Cl)Cl (stereo unspecified)
  ?	0%	0%	2	-4	?
45. Cc1cc(-c2nnc3sc(-c4ccc(Cl)cc4Cl)nn23)n[nH]1
  ?	6%[11.4 µM]	7%	-6	-2	/

(further entries)
Value order – Pf growth 96h	Sm TGR block	FBPA Giardia inh	Shiga inhibitor	Cycloheximide cs	Pf growth 48h
46. NC(=O)CCN1CCN(C(=O)c2ccc3nc(Cc4cccc(Cl)c4)oc3c2)CC1
  149%[activator]	4%	5%	-14	2	19%
47. C=CCSc1n[nH]c(=O)n1-c1cccc(C(F)(F)F)c1
  1%	-17%	-15%	-12	0	2%
48. CC(=O)c1cc2c(cc1NC(=O)CSc1nc3ccccc3o1)OCO2
  /	2%	3%	25	6	77%[activator]
49. Cc1nc2nc3c(cn2n1)C(=O)CC(c1ccccc1)C3 (stereo unspecified)
  7%	0%	-28%	17	33	?
50. COc1cc2c(c(OC)c1OC)C(=O)CC2
  ?	-9%	0%	-4	-2	-4%
51. CCOc1ccc(OCCC(=O)OC(C)C(=O)Nc2ccc(Cl)cn2)cc1 (stereo unspecified)
  55%[activator]	-15%	/	/	/	-1%
52. CCCNc1nc2c(c(=O)n(C)c(=O)n2C)n1Cc1ccc(F)cc1
  -7%	0%	1%	17	-3	1%
53. CCOCCn1c(CC)nc2ccccc21
  -14%	0%	0%	46	-1	18%
54. CC(Oc1cccc2cccnc12)C(=O)N/N=C/c1ccccc1 (stereo unspecified)
  -16%	2%	-11%	-3	14	6%
55. O=C(COC(=O)c1ccc(OC(F)F)cc1)Nc1cccc(S(=O)(=O)NC2=NCCC2)c1
  -30%	-8%	/	/	/	?
56. COc1ccccc1CC(=O)Nc1ccc(S(=O)(=O)N(C)C2CCN(C)CC2)cc1
  -27%	8%	/	/	/	?
57. COc1ccc(C(=O)Cc2cc(OC)c(OC)cc2[N+](=O)[O-])c(OC)c1
  ?	13%	-1%	-8	11	?
58. O=C(NCCO)C(=O)Nc1cc2c3c(c1)CCN3C(=O)CC2
  33%[activator]	-2%	-2%	-4	-4	39%[activator]
59. Cc1ccc(NC(=S)NCCN(C2CCCCC2)C2CCCC2)cc1C
  ?	-22%	-9%	-6	-4	?
60. CNC(=O)C1CC(=O)N(CCc2ccc(OC)cc2)C(=Nc2ccc(OC)cc2)S1 (stereo unspecified)
  20%	-2%	4%	-5	-2	?

Value order – Pf growth 96h	Sm TGR block	FBPA Giardia inh	Shiga inhibitor	Cycloheximide cs	Pf growth 48h
61. COc1cccc(C(=O)OCCCN(C)C)c1
  32%[activator]	0%	-2%	32	-2	13%
62. O=C(CN(Cc1ccc(F)cc1)C(=O)CNS(=O)(=O)c1ccc(F)cc1)NCC1CCCO1 (stereo unspecified)
  -4%	-1%	/	-11	-3	14%
63. CC1CCCN(CCC(=O)c2ccc(Br)cc2)C1 (stereo unspecified)
  0%	0%	6%	-8	10	-13%
64. COCc1n[nH]c(=S)n1-c1ccccc1
  10%	1%	?	-9	-5	/
65. O=C1C2CC=CCC2C(=O)N1c1ccc(OCC(O)Cn2nnc3ccccc32)cc1 (stereo unspecified)
  15µM*	4%	5%	-9	-2	/
66. CN(CC(=O)Nc1ccc(Cl)c(C(F)(F)F)c1)C(=O)Cc1n[nH]c(=O)c2ccccc12
  ?	-2%	/	/	/	-18%
67. NNC(=O)c1oc2nc(-c3ccc(Cl)cc3)cc(-c3ccccc3)c2c1N
  2.6µM*	1%	12%	-5	-4	4.1µM*
68. Cc1cccc(CCNC(=O)C2CCC(CNS(=O)(=O)c3cccs3)CC2)c1 (stereo unspecified)
  ?	1%	6%	-5	-5	-3%
69. Cc1csc(NC(=O)CN2C(=O)c3ccccc3S2(=O)=O)n1
  13µM*	3%	/	-23	-2	16%
70. Cc1c(C)n2c(SCC(=O)N3CCCCC3)nnc2[nH]c1=O
  ?	3%	/	/	/	7%

Random draw from the library; 24% or so of the library scored in one or more.
